Bioassay records deposited in PubChem by several laboratories.
MrgX1 antag – antagonists of human MrgX1 receptor, primary screen, HEK293 cells, Fluo-4 calcium flux; Mas-related G-protein coupled receptor member X1 (Homo sapiens), Q96LB2; BAM8-22 antagonism; active compounds read low; B-score at 10 µM; 310,000 tested, 1.3% active; AID 588676, 2011;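 active means calcium-response B-score plate-corrected more than 3 library SD below zero, starting fluorescence within 5 deviations, no agonist response on first addition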;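 further: peak minus trough fluorescence over baseline after final BAM8-22 challenge near maximal dose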
RGS4 act – RGS4 potentiators or activators, primary screen, cell-based, HEK293 M3R inducible RGS4, calcium flux. B-score at 10 µM. carbachol calcium flux Fluo4; active compounds read low. 310,000 tested, 0.92% active;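 active means B-score of the integrated calcium signal more than 4 SD below the library mean, with starting fluorescence not abnormally high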;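 further: negative B-score means reduced calcium response which marks RGS4 activation or potentiation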
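Assay system: HEK293 FlpIn-TREx cells, stable M3R, doxycycline-inducible RGS4 / Probe or stimulus: carbachol, ECmax concentration / Times: overnight RGS4 induction, 30 min dye load 37 °C, 20 min compound RT / Signal: kinetic calcium fluorescence imaging with Fluo4-AM dye, 2 µM / Measure: Agonist-evoked peak-minus-minimum fluorescence over baseline, integrated ratio, B score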
MrgX1 agonist – agonists of human MrgX1 receptor, primary screen, HEK293 cells, Fluo-4 calcium flux. Mas-related G-protein coupled receptor member X1 (Homo sapiens), Q96LB2. Fluo-4 calcium fluorescence, agonist mode; active compounds read high. B-score at 10 µM. 310,000 tested, 0.44% active;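 active means calcium response B-score plate-corrected fluorescence ratio at least 3 library SD, with starting fluorescence B-score inside 5 SD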
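Test system: HEK293 cells stably expressing human MrgX1 receptor; amount: 15,000 cells per well; doses: compound delivered in addition one of three; times: overnight plating before 1 h dye loading; detection: Fluo-4 NW calcium-flux fluorescence, kinetic read; read-out basis: B-scored fluorescence response ratio; controls: positive and negative controls per plate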
ANO1 block – TMEM16A chloride channel inhibitors, primary screen, cell-based, HTS; 310,000 tested, 1.2% active; normalized B-score (activity score, 25-100; higher = stronger inhibition) at 10 µM; AID 588511, 2011; Anoctamin-1 (Mus musculus), Q8BHY3; HEK293 TMEM16A/YFP iodide influx fluorescence, ionomycin;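 active means ratio plate-corrected score three or more library SD toward inhibition, starting fluorescence score within five deviations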;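 further: score derived from kinetic fluorescence span divided by baseline fluorescence per well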
Target sequence (Q8BHY3 whole entry, looked up): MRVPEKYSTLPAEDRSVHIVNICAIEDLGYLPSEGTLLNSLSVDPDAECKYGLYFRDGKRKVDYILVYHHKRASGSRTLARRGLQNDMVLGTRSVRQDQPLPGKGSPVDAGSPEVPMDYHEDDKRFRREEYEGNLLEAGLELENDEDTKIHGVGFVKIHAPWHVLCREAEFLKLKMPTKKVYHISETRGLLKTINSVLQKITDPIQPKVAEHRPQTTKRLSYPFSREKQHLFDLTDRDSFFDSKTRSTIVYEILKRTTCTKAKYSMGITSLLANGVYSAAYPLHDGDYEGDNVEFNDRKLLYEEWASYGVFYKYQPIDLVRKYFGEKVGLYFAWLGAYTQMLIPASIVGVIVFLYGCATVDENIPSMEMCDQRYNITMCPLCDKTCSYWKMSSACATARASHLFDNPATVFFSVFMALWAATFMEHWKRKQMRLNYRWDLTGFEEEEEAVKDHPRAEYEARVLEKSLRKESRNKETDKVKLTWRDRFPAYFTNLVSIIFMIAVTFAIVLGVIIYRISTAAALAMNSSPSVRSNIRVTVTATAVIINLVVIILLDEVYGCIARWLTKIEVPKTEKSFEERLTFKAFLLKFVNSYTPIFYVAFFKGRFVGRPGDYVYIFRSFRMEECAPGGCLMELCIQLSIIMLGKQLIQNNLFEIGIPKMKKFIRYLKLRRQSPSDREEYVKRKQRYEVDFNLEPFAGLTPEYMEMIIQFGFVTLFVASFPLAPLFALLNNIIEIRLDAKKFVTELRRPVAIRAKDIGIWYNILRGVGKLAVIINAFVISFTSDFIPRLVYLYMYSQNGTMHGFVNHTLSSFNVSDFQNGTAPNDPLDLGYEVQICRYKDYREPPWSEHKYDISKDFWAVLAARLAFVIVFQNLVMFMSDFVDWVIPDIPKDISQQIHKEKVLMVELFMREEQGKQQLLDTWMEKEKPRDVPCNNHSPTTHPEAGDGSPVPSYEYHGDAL
ANO1 activ – TMEM16A chloride channel activators or potentiators, primary screen, cell-based, HTS; HEK293 TMEM16A/YFP-H148Q/I152L, iodide quench fluorescence; active compounds read low; B-score at 10 µM; 340,000 tested, 0.3% active;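 active means fluorescence-ratio B-score plate-corrected deviation score at least 3 library SD below zero, with starting fluorescence score within 5 deviations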;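 further: channel opened by trigger with iodide after compound preincubation; score built on the fluorescence ratio of max minus min over baseline; more negative score means more quench and so TMEM16A activation or potentiation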
RGS4 block – RGS4 inhibitors, primary screen, cell-based, HEK293 M3R inducible RGS4, calcium flux; 310,000 tested, 0.45% active; Fluo-4 calcium flux; active compounds read high; triggered by carbachol at its EC20; B-score at 10 µM; Regulator of G-protein signaling 4 (Homo sapiens), P49798; AID 463165, 2010;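 active means B-score, a plate-corrected calcium signal, over three deviations above library mean, with baseline fluorescence within five deviations of library mean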;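 further: RGS4 expression induced by doxycycline in cells with stable M3 receptor; B-score is computed from the integrated fluorescence ratio over baseline after carbachol; higher B-score means a larger calcium signal and so more RGS4 inhibition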
SKKanGAS inh – S. pyogenes SKKanGAS growth inhibitors in kanamycin, primary screen, streptokinase expression inhibitor project, SKKanGAS strain, BacTiter-Glo luminescence. 6 h. 300,000 tested, 1.3% active. AID 1662, 2009. inhibition, % at 7.5 µM;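 active means mean replicate score, as percent of positive control median, at least 50; inconclusive means mean below 50 but one replicate at or above 50; inactive means mean and every replicate below 50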;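 further: strain carries kanamycin resistance gene driven by streptokinase promoter and grows in 40 µg/ml kanamycin; loss of luminescence reflects streptokinase promoter inhibition or plain growth inhibition; 0% = median of DMSO wells and 100% = positive control at its reference dose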
HDAC3 inh – HDAC3 deacetylase inhibitors, primary screen, biochemical, fluorescence, cell-free homogeneous | Histone deacetylase 3 (Homo sapiens), O15379 | recombinant HDAC3, fluorogenic peptide/trypsin coupled | inhibition, % at 8.3 µM | 320,000 tested, 0.15% active; in the data active means inhibition above about 26%, passing the limit was not always enough; inconclusive means no clear call, values can overlap the other calls
MrgX1 PAM – positive allosteric modulators of MrgX1, primary screen, HEK293 cells, Fluo-4 calcium flux. 310,000 tested, 0.63% active. Mas-related G-protein coupled receptor member X1 (Homo sapiens), Q96LB2. FDSS; active compounds read high. B-score at 10 µM;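 active means plate-corrected calcium response at least 3 library SD above typical, normal starting fluorescence, not activating the receptor alone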;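 further: compound read alongside a low EC10 to EC30 dose of BAM8-22 agonist; peak minus trough fluorescence over baseline measured at the second addition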
TRPC6 act – mouse TRPC6 channel activators, primary screen, cell-based, HEK293, membrane potential dye | Short transient receptor potential channel 6 (Mus musculus), Q61143 | HEK293-TRPC6 membrane potential dye fluorescence; active compounds read high | B-score at 10 µM | 310,000 tested, 0.13% active | AID 2550, 2010;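 active means B-score of the integrated fluorescence ratio above library mean plus 3 SD, and starting fluorescence ratio within library mean plus 5 SD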;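 further: higher score means more depolarization so channel activation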
TRPC6 inhibitor – mouse TRPC6 channel inhibitors, primary screen, cell-based, HEK293, membrane potential dye. Short transient receptor potential channel 6 (Mus musculus), Q61143. 310,000 tested, 1.1% active. ACh-evoked depolarization; active compounds read low. AID 2553, 2010. B-score at 10 µM;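 active means B-score under library mean minus 3 SD, initial fluorescence not abnormally high, positive integrated signal ratio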;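 further: B-score derived from integrated fluorescence ratio over the kinetic read; more negative B-score means stronger inhibition of depolarization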
* marks the source's active call; other numbers are inactive results; i = inactive; ? = inconclusive; / = not tested or not shown.

SMILES	MrgX1 antag	RGS4 act	MrgX1 agonist	ANO1 block	ANO1 activ	RGS4 block	SKKanGAS inh	HDAC3 inh	MrgX1 PAM	TRPC6 act	TRPC6 inhibitor
CC1(C)CC=C(NNC(=O)c2cccnc2)C(=O)C1	i	i	i	i	i	i	9	-1	i	i	i
COC(=O)C1C2C=CC3(CN(C(C)c4ccc(OC)cc4)C(=O)C13)O2 (centres undefined)	i	i	i	i	i	i	4	-5	i	i	i
CCc1ccc(NC(=O)CCN2C(=O)c3cccnc3C2=O)cc1	i	i	i	i	i	i	23	-9	i	i	i
O=C1N/C(=N\S(=O)(=O)Cc2ccccc2)S/C1=C/c1cc([N+](=O)[O-])ccc1O	i	i	i	i	i	i	-2	?	i	13*	i
COc1cccc(C(=S)N2CCCC2)c1OC	i	i	i	i	i	i	-1	20	i	i	i
CC1CN(C(=O)CCC(=O)NCc2ccccc2Cl)c2ccccc2S1 (centres undefined)	i	i	i	i	i	i	-3	0	i	i	i
CCOC(=O)c1c(C)[nH]c(C)c1S(=O)(=O)N(C)CC(=O)NCc1cccc(C)c1	i	i	i	i	i	i	1	-1	i	i	i
CC(=O)c1c[nH]c2ccc(C)cc2c1=O	-4.9*	i	i	100*	i	i	-1	2	i	i	i
CCOC(=O)c1nc(Nc2ccc(Nc3ccccc3)cc2)c2ccccc2n1	/	i	/	/	i	i	56*	/	/	i	i
OCCC1CN(C2CSCCSC2)CCN1Cc1ccccc1 (centres undefined)	i	i	i	i	i	i	1	4	i	i	i
CC(C)c1ccc(/C=N/NC(=O)c2nnn(-c3nonc3N)c2CSC2=NCCS2)cc1	i	i	i	i	i	i	26	1	i	i	i
CCOc1ccccc1NC(=O)Nc1ccc(Br)cn1	i	i	i	i	i	i	-4	3	i	i	i
Cc1cccc(C)c1NC(=O)CNc1ccccc1	i	i	i	i	i	i	-12	-8	i	i	i
COc1ccc2[nH]c(=O)c(C(c3nnnn3C3CCCC3)N3CCN(Cc4ccc5c(c4)OCO5)CC3)cc2c1 (centres undefined)	i	i	i	i	i	i	1	1	i	i	i
CC1(C)N([O-])C2=C(c3ccccc3C2=O)[N+](=O)C1(C)C	i	i	i	i	i	i	-5	17	i	i	i
CCOC(=O)c1cccc(COC(=O)c2cccc(-c3nnc(-c4ccccc4)o3)c2)c1	i	i	i	i	i	i	13	-6	i	i	i
CCOc1ccccc1NC(=O)CN(C)S(=O)(=O)c1ccc(OC)c(C)c1	i	i	i	i	i	i	5	9	i	i	i
CCNC(=S)N1C2CCC1CC(NC(=O)Nc1ccc(C(=O)OCC)cc1)C2 (centres undefined)	i	i	i	i	i	i	-4	-3	i	i	i
COCCCNC(=S)N1CCN(c2nc3ccccc3s2)CC1	i	i	i	i	i	i	-4	-1	i	i	i
COc1ccccc1N1CCN(C(=O)Cc2c(C(=O)O)[nH]c3ccc(Cl)cc23)CC1	i	i	i	i	i	i	9	2	i	i	i

Seven entries out of the list above, ordered by the number in HDAC3 inh, low to high:
| molecule | HDAC3 inh |
| --- | --- |
| CCc1ccc(NC(=O)CCN2C(=O)c3cccnc3C2=O)cc1 | -9 |
| CCOC(=O)c1cccc(COC(=O)c2cccc(-c3nnc(-c4ccccc4)o3)c2)c1 | -6 |
| COC(=O)C1C2C=CC3(CN(C(C)c4ccc(OC)cc4)C(=O)C13)O2 (centres undefined) | -5 |
| COCCCNC(=S)N1CCN(c2nc3ccccc3s2)CC1 | -1 |
| CC(C)c1ccc(/C=N/NC(=O)c2nnn(-c3nonc3N)c2CSC2=NCCS2)cc1 | 1 |
| COc1ccccc1N1CCN(C(=O)Cc2c(C(=O)O)[nH]c3ccc(Cl)cc23)CC1 | 2 |
| CCOc1ccccc1NC(=O)CN(C)S(=O)(=O)c1ccc(OC)c(C)c1 | 9 |

Following part.
SMILES	MrgX1 antag	RGS4 act	MrgX1 agonist	ANO1 block	ANO1 activ	RGS4 block	SKKanGAS inh	HDAC3 inh	MrgX1 PAM	TRPC6 act	TRPC6 inhibitor
CCOC(=O)/C(C(N)=NC(C)C)=C(\O)c1ccccc1	i	i	i	i	i	i	-13	-6	i	i	i
CCC1CCCCN1C(=O)c1sc2ncnc(N(CC)CC)c2c1C (centres undefined)	i	i	i	i	i	i	4	5	i	i	i
C=CCN1C(c2ccccc2)=CS/C1=C(/C#N)c1nnc(N2CCOCC2)n1-c1ccccc1	i	i	i	i	i	i	2	-9	i	i	i
COc1ccc(/C=N/OCC(=O)N=Nc2c(O)[nH]c3ccc(Br)cc23)cc1	i	i	i	i	i	i	42	11	i	i	i
O=C(Nc1ccc(S(=O)(=O)N2CCCC2)cc1)c1ccc(Cl)nc1	i	i	i	i	i	i	-4	7	i	i	i
COc1ccccc1C(=O)NC(C)C(c1cccs1)N1CCOCC1 (centres undefined)	i	i	i	i	i	i	-1	2	i	i	i
Cc1nc2ncnn2c(C)c1Cc1cccc(C(F)(F)F)c1	i	i	i	i	i	i	-1	11	i	i	i
CCSC(=O)NC12CC3CC(CC(C3)C1)C2	i	/	i	i	i	/	/	-5	i	/	/
O=C(NCc1ccco1)C(=O)N1CCCC1	i	i	i	i	i	i	-9	0	i	i	i
Cc1ccc2c(C)c(C(=O)Nc3c(C)n(C)n(-c4ccccc4)c3=O)oc2c1	i	i	i	i	-19*	i	-19	3	i	i	i
O=C(NCCc1ccccc1)C1CCN(S(=O)(=O)c2cccs2)CC1	i	i	i	i	i	i	-2	-5	i	i	i
O=C(NCc1n[nH]c(=S)n1-c1ccc(Br)cc1)c1ccc(S(=O)(=O)N2CCCC2)cc1	i	i	i	i	i	i	-7	3	i	i	i
CSc1nc(-c2ccco2)nn1C(=O)Cc1ccccc1	i	i	i	i	i	i	4	3	i	i	i
CC(=O)Nc1ccc(NC(=O)COC(=O)c2n[nH]c3ccccc23)cc1	i	i	i	i	i	i	4	0	i	i	i
CCOc1ccc(C2CC(c3ccc(OC)c(OC)c3)n3nc(N)nc3N2)cc1 (centres undefined)	i	i	i	i	i	i	0	-1	i	i	i
NC(=O)COc1ccc(C(=O)/C=C2/C(=O)Nc3ccccc32)cc1	i	i	i	i	i	i	4	-1	i	i	i
C/C=C/c1ccc(OCCCCN2CC(C)CC(C)C2)c(OC)c1 (centres undefined)	i	i	i	i	i	i	1	1	i	i	i
COc1ccc(CCC(=O)NNC(=O)Cn2nc(C)cc2C)cc1	i	i	i	i	i	i	-3	-5	i	i	i
CC(C)CNC(=O)c1ccccc1NC(=O)CN(c1ccc2c(c1)OCCO2)S(C)(=O)=O	i	i	i	i	i	i	-2	7	i	i	i
O=C(NCc1ccc2c(c1)OCO2)c1nc(S(=O)(=O)Cc2ccccc2F)ncc1Cl	i	i	i	i	i	i	-18	5	i	i	i

Part of the list above in order of length of the SMILES, ascending:
SMILES	MrgX1 antag	RGS4 act	MrgX1 agonist	ANO1 block	ANO1 activ	RGS4 block	SKKanGAS inh	HDAC3 inh	MrgX1 PAM	TRPC6 act	TRPC6 inhibitor
CC1(C)CC=C(NNC(=O)c2cccnc2)C(=O)C1	i	i	i	i	i	i	9	-1	i	i	i
Cc1ccc2c(C)c(C(=O)Nc3c(C)n(C)n(-c4ccccc4)c3=O)oc2c1	i	i	i	i	-19*	i	-19	3	i	i	i
CC(C)CNC(=O)c1ccccc1NC(=O)CN(c1ccc2c(c1)OCCO2)S(C)(=O)=O	i	i	i	i	i	i	-2	7	i	i	i

Next compounds.
SMILES	MrgX1 antag	RGS4 act	MrgX1 agonist	ANO1 block	ANO1 activ	RGS4 block	SKKanGAS inh	HDAC3 inh	MrgX1 PAM	TRPC6 act	TRPC6 inhibitor
O=C(NC1CCN(Cc2ccccc2)CC1)c1c(F)cccc1F	i	i	i	i	i	i	1	15	i	i	i
COc1ccc(NC(=O)C2=C(C)NC(=S)NC2c2ccc(O)c(OC)c2)cc1 (centres undefined)	i	i	i	i	i	i	-3	-6	i	i	i
O=C(Cn1ncc2c1-c1ccccc1OC2)Nc1cccc(Cl)c1	i	i	i	i	i	i	-8	6	i	i	i
CCOc1ccc2nc3c(cc2c1)CN(CCCO)C(=NCCOC)S3	i	i	i	i	i	i	-7	-6	i	i	i
CC(=O)c1ccc(NC(=O)CC23CC4CC(C2)CC(n2nnc(C)n2)(C4)C3)cc1	i	i	i	i	i	i	11	1	i	i	i
COc1ccc(OC)c(NC(=O)CSc2nc(N)c(-c3ccccc3)c(=O)[nH]2)c1	i	i	i	i	i	i	2	-4	i	i	i
CCC(=O)Nc1cccc(C2=NOC3(C2)C[C@@H](C(N)=O)N(C(=O)CC)C3)c1 (some centres undefined)	i	i	i	i	i	i	8	-3	i	i	i
COc1ccc(S(=O)(=O)N2CCC(C(=O)Oc3ccc(C)cc3)CC2)cc1OC	i	i	i	i	i	i	3	/	i	i	i
COc1cc(C(=O)NS(=O)(=O)c2ccccc2C)ccc1Cc1cn(C)c2ccc(NC(=O)OC3CCCC3)cc12	i	i	i	100*	/	i	68*	8	i	i	i
COc1cc2oc(=O)cc(C)c2c(OC)c1OC	i	i	i	i	i	i	-2	1	i	i	i
CCOC(=O)N1CCN(S(=O)(=O)c2ccc(C(=O)Nc3nnc(CSC)o3)cc2)CC1	i	i	i	i	i	i	6	1	i	i	i
